Bioassay records as filed in PubChem BioAssay.
Tau fibril FP: inhibitors of human tau fibril formation. 280,000 compounds, 0.39% hits. Potency, µM (doses to about 57.7 µM), for inactives: top-dose activity, negative = inhibition, hits mostly inhibitors. AID 1468. K18 P301L tau heparin fibrillization, Alexa594 FP, 6 h; note: nearly all actives have a fitted effect of over 55% in size
Target sequence (P10636 561-689 P618L limits assumed): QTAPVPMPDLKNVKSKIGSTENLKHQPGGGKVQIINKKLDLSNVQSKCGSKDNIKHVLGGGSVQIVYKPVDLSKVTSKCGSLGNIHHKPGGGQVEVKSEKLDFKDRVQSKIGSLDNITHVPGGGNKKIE
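FP of Alexa 594-tau after heparin (20 uM) induction. Substrate: human K18 P301L, 15 uM unlabeled, 0.24 uM labeled. Buffer 100 mM sodium acetate pH 7. 6 hr, 37 C.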
Tau fibril ThT: inhibitors of human tau fibril formation, thioflavin T binding | recombinant tau K18 P301L (four-repeat tau fragment), heparin-induced fibrillization, ThT fluorescence | 270,000 compounds, 2.1% hits | Potency, µM (highest dose often 57.4 µM), for the others: at the highest dose activity, negative = inhibition, most hits filed as inhibitors; note: nearly all actives have a fitted effect of over 55% in size
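Heparin-induced (20 uM) aggregation of recombinant human K18 P301L tau, 15 uM unlabeled with 0.24 uM labeled, pH 7 acetate buffer, 6 hr at 37 C with compound. Fibrils quantified by 30 uM ThT fluorescence after 1 hr ambient incubation.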
TRb SRC2 PPI: TRbeta-SRC2 interaction inhibition; P10828; 280,000 compounds, 0.065% hits; TRbeta-SRC2 peptide binding, fluorescence polarization; receptor liganded with 1 µM T3; Potency, µM (top dose mostly 106 µM), for inactives: at the highest dose activity change, negative = inhibition, actives largely listed as inhibitors;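 note: plate controls were bound peptide for no effect and peptide without receptor for full effect; nearly all actives have a fitted effect of over 50% in size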
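Fluorescence polarization of 20 nM Texas Red SRC2 peptide (20-aa NR interaction domain) bound to 0.6 uM human TRb ligand-binding domain, with 1 uM T3, after 5 hr at ambient temperature; inhibition seen as decreased polarization.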
L3MBTL1 inh: L3MBTL1 (human) inhibition; 230,000 compounds, 0.66% hits; Potency, µM (top dose mostly 57.1 µM), without a hit: at the highest dose activity, negative = inhibition, most hits filed as inhibitors; AlphaScreen L3MBTL1–H3K9me1 peptide binding; note: nearly all actives have a fitted effect of over 60% in size
Target sequence (Q9Y468 whole entry, looked up): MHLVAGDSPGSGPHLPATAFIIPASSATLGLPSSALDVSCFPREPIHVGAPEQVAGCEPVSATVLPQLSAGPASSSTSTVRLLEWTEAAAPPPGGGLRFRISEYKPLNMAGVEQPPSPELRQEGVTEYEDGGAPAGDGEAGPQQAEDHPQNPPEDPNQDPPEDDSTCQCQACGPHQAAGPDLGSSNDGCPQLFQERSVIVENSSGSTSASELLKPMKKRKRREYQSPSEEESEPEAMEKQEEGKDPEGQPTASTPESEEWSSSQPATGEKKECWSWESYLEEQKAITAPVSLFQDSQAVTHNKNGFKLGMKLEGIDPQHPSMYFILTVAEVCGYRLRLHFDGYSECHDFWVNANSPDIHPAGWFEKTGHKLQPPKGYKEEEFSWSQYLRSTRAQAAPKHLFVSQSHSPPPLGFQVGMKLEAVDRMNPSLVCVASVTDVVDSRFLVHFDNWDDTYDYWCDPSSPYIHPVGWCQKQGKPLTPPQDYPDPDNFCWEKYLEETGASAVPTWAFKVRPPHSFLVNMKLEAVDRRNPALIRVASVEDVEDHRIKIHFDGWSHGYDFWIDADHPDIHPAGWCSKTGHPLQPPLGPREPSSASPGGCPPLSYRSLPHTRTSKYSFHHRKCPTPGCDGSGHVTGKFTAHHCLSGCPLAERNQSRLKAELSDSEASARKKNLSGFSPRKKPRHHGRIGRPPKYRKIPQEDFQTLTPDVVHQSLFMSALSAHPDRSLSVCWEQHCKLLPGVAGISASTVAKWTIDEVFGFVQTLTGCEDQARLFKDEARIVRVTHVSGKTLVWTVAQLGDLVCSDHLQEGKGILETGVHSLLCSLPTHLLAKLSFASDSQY
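Displacement of a biotinylated histone H3(1-15) peptide monomethylated at Lys9 (75 nM) from L3MBTL1 (50 nM) was measured by AlphaScreen after a 30 min room-temperature compound incubation; cefsulodin titration served as intraplate control.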
KDM4E inh: blocks human JMJD2E demethylase activity; AID 2147; JMJD2E catalytic domain, FDH-coupled NADH fluorescence (FDH is formaldehyde dehydrogenase); 230,000 compounds, 1.6% hits; Potency, µM (highest dose often 57.1 µM), for inactives: top-dose activity change, negative = inhibition, most hits filed as inhibitors; active = well fitted inhibition curve with a large enough effect, not every such curve was filed as active; inconclusive = small, poorly fitted or top-dose-only effect, or another doubt; inactive = no such curve, though single readings can be large or run the other way;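 note: 0% = wells with enzyme and -100% = buffer wells without enzyme; nearly all actives have a fitted effect of over 50% in size; many of its hits are not listed in these tables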
RECQ1 helicase: RECQ1 (human) helicase inhibition | RECQ1 DNA unwinding, red fluorescence kinetic read | 240,000 compounds, 0.54% hits | P46063 | AID 2549 | Potency, µM (top dose mostly 57.3 µM), for the others: at the highest dose activity, negative = inhibition, most hits filed as inhibitors;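 note: plate controls were vehicle for no effect and no enzyme for full effect; nearly all actives have a fitted effect of over 30% in size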
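50 nM RECQ1T1 preincubated 15 min with compound in Tris pH 8.0 buffer with MgCl2, DTT, Tween-20 and 2.5 ug/ml poly(dI-dC); started with 200 nM TAMRA/BHQ-2 forked duplex and 2 mM ATP. Unwinding read as fluorescence (525/598 nm), two reads 2 h apart.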
TR SRC2 fluor cs: Texas Red fluorescence interference in TRb-SRC2 counter-screen; Potency, µM (titrated, usually from 106 µM), for the others: at the highest dose fluorescence change, negative = quenching; AID 1479; 280,000 compounds, 0.29% hits; TRb/SRC2 Texas Red total fluorescence interference; active = well fitted curve in either direction with a large enough effect; inconclusive = small, poorly fitted or top-dose-only effect
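Flags fluorescent or light-absorbing compounds by total fluorescence, S + 2P, at 555 nm excitation and 632 nm emission. Mixture: 20 nM Texas Red SRC2 peptide, 0.6 uM human TRb LBD, 1 uM T3, 5% DMSO; compound exposure 5 h at ambient temperature.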
GoLoco inh red: RGS12 GoLoco-Gai1 interaction inhibition; Gai1:RGS12 GoLoco peptide FP, rhodamine, 10 min; Potency, µM (series often up to 61.6 µM), for inactives: at the highest dose activity, negative = inhibition, most hits filed as inhibitors; 230,000 compounds, 0.44% hits; active = well fitted inhibition curve with a large enough effect, not every such curve was filed as active; inactive = no such curve, though single readings can be large or run the other way; note: nearly all actives have a fitted effect of over 30% in size; many of its hits are not listed in these tables
* hit, by the source's call; i = inactive; ? = inconclusive; . = not tested or not shown; & = joins results of further samples; [ ] = dose if it differs, or a comment. Unless noted, calls come from the whole dose curve; as a rule, active = well fitted curve in the direction sought with a large enough effect; inconclusive = small, poorly fitted or top-dose-only effect, or another doubt; inactive = no such curve, though single readings can be large; an effect the other way counts as inactive or inconclusive. Unless noted, % is set by controls: 0 for no effect and ±100 for the full control effect; potency is the fitted concentration of half-maximal effect. Some of the compounds tested (hit frequency here may not be typical).

SMILES | Tau fibril FP | Tau fibril ThT | TRb SRC2 PPI | L3MBTL1 inh | KDM4E inh | RECQ1 helicase | TR SRC2 fluor cs | GoLoco inh red
CCCC(=O)Nc1nnc(SCC(=O)NCc2cccs2)s1 | 3% | -4% | -1% | -1% | 0% | -4% | 0% | -2%
CC1CC(C)CN(C(=S)NC2CCCCC2)C1 (stereo not given) | -7% | 1% | -4% | 4% | 0% | i | -2% | 10%
CCn1c(=O)n(-c2ccc3c(c2)OCO3)c2nc(-c3cccc(OC)c3OC)nc(C(N)=O)c21 | -8% | -1% | -4% | . | . | . | -2% | .
Cc1ccc(CNC(=O)CCc2c(C)nn(-c3ccc(N4CCOCC4)nn3)c2C)cc1 | -1% | 0% | -5% | . | . | . | -1% | .
CCOc1ccc(N(C(=O)c2ccccc2F)S(=O)(=O)c2ccc3c(c2)n(C)c(=O)n3C)cc1 | 5% | -9% | 3% | . | . | . | 1% | .
CCc1ccccc1NC(=O)Cn1ccn(-c2cc(C)cc(C)c2)c(=O)c1=O | -4% | ? | -11% | . | . | . | ? | .
CC1=Nc2cc(C(=O)NC3CCCC3)ccc2Sc2ccc(Br)cc21 | 0% | -6% | -7% | . | . | . | 0% | .
O=C(CC1Sc2ccccc2NC1=O)OCC(=O)N1CCc2ccccc21 (stereo not given) | 2% | ? | 5% | -4% | -2% | 18% | 0% | -3%
COC(=O)c1cc2ccccc2c(-c2c(OC)c(C(=O)OC)cc3ccccc23)c1OC | -14% | -16% | -17% | -2% | ? | -2% | 2% | -1%
COC(=O)c1c(C)nc(C)c(C(=O)OC)c1-c1ccc(OC)c(OC)c1 | -4% | -1% | -3% | 3% | -6% | 18% | -3% | 4%
Nc1c(N2CCCCC2)c2ccccc2oc1=O | -4% | -14% | -1% | . | -8% | i | -1% | 0%
Cc1ccc(F)cc1NC(=O)c1ccc2c(c1)OCO2 | -4% | -7% | 12% | 22%[11.4 µM] | 1% | 3% | 0% | 3%
Cc1n[nH]c(=S)n1/N=C/c1ccc(OCc2ccc(Cl)cc2Cl)cc1 | -3% | ? | -2% | 16% | -23% | -13% | 1% | -2%
CNC(=S)NCCC(c1ccccc1)c1ccccc1 | -12% | 2% | -1%[53 µM] | -8% | 6% | -12% | -1%[53 µM] | 0%
Cc1c(-c2nsc(NC(=O)c3cccs3)n2)nnn1-c1ccc(Br)cc1 | -19% | ? | -3% | . | . | . | 0% | .
COC(=O)C1=C(C)N(C)C(C)=C(C(=O)OC)C1c1cccc(Br)c1 | 7% | -18% | -5% | 4% | -3% | -6% | 0% | -1%
CNC(=S)Nc1ccc(C)cc1 | -8% | 0% | -5% | 5% | 6% | -2% | 1% | 4%
Cc1c(N(C(=O)CNC(=O)c2ccccc2)C2(C(=O)NC3CCCCC3)CCCCC2)c(=O)n(-c2ccccc2)n1C | -1% | -7% | -4% | . | 11% | -12% | -8% | 15%
CCOC(=O)C1CCCN(Cc2nc(N)nc(Nc3ccccc3)n2)C1 (stereo not given) | 3% | -11% | -9% | -22% | -25% | -8% | -1% | 0%
COC(=O)c1ccccc1NC(=O)Cn1cc2c(n1)CCC(C)C2 (stereo not given) | -7% | -14% | -2% | 7% | -10% | -2% | -1% | 4%
CCOc1ccc(C(C)(O)CN2CCOCC2)cc1 (stereo not given) | -1% | -8% | 1% | 3% | 1% | -3% | 1% | 7%
COc1cccc(C2CC(c3ccc(Cl)cc3Cl)Nc3nc(N)nn32)c1 (stereo not given) | ? | -15% | -2% | . | 7% | -4% | -1% | 6%
CCOC(=O)c1c(C)oc2c(CC(=O)c3ccccc3)c(Cl)c(O)c(O)c12 | -3% | -13% | -5% | -2% | ? | -2% | 0% | -12%
CCCCNC(=O)N1CCN(S(C)(=O)=O)CC1 | -1% | 4% | 4% | 5%[11.4 µM] | 4% | i | -1% | 4%
COc1ccc(-c2cc(C(=O)O)c3ccccc3n2)c(OC)c1 | 1% | -9% | 1% | . | ? | 0% | 2% | 0%
O=C(O)C1CCC(N2C(=O)C3CCCCC3C2=O)CC1 (stereo not given) | -2% | -2% | 2% | . | 7% | i | 3% | 2%
Cc1cc(NC(=O)Nc2ccccc2F)ccc1Br | ? | 1% | -6% | 6% | 3% | 0% | -1% | 2%
COc1ccc(NS(=O)(=O)c2cc([N+](=O)[O-])ccc2N/N=C\c2c(C)[nH]c3ccccc23)cc1 | 6% | 2.5µM* | 1% | . | -6% | 0% | 0% | 88%[activator]
C=CCn1c(SC2CCOC2=O)nc2sc(C)c(C)c2c1=O (stereo not given) | 0% | -6% | 10% | -16% | 2% | 2% | -1% | -6%
CSc1cccc(NC(=O)Cn2c(=O)n(Cc3ccccc3)c(=O)c3sc4ccccc4c32)c1 | ? | ? | 2% | . | . | . | 1% | .
Nc1nc2n(n1)C(c1cccc(Cl)c1)CC(c1ccc(F)cc1)N2 (stereo not given) | 9% | -12% | -5% | . | 2% | -5% | -3% | 11%
COC(=O)c1ccc2c(c1)N(Cc1ccc(F)cc1)C(=O)c1ccccc1S2 | -3% | -12% | 3% | . | . | . | -1% | .
CCc1cc(C(=O)OC)c(NC(=O)CC2SC(N)=NC2=O)s1 (stereo not given) | 6% | 3% | -1% | 19% | -1% | i | -3% | -2%
O=C(COC(=O)CN1C(=O)c2ccccc2C1=O)Nc1ccc(S(=O)(=O)N2CCCC2)cc1 | -10% | -10% | -2% | . | 5% | i | 2% | 6%
CS(=O)(=O)c1ccc(C(=O)N2CCc3ccccc3C2)cc1 | 1% | -3% | -4% | -3% | 3% | i | 0% | 6%
Cc1cccc2c1CC(C)(C)N=C2C1=C(O)CCCC1=O | -3% | 4% | -19% | 0% | ? | i | 2% | -9%
COc1ccc2ccccc2c1C1CC(=O)N2CN(C)CSC2=C1C#N (stereo not given) | 22µM* | 22µM* | 1% | -1% | ? | -4% | -1% | -29%
CC(NC(=O)c1ccc2c(c1)OCO2)C(c1cccs1)N1CCOCC1 (stereo not given) | -6% | -4% | -4% | 0% | 3% | i | -3% | -8%
O=C1CC(c2ccccc2)CC(O)=C1C=NCc1ccco1 (stereo not given) | 7% | -1% | -1% | -5%[11.4 µM] | -6% | -8% | -3% | 22%
CC(=O)Nc1cccc(-c2csc(N)n2)c1 | -7% | -9% | 2% | 0%[11.4 µM] | 7% | i | -3% | 6%
COc1cc(C2c3c(-c4ccccc4O)n[nH]c3C(=O)N2CCO)ccc1OCc1ccccc1 (stereo not given) | -9% | 6% | -10% | . | . | . | 5% | .
O=C1CCCC/C1=C/Nc1ccc(C(=O)O)cc1 | -9% | -11% | 3% | . | ? | -10% | 0% | -8%
O=c1c2[nH]c3ccc(F)cc3c2ncn1CCN1CCOCC1 | -3% | -7% | -1% | 1% | ? | -6% | -1% | -6%
Cc1cc(C)c(NC(=O)CN2C(=O)c3cccnc3Oc3ccc(C)cc32)c(C)c1 | -6% | ? | -5% | . | . | . | -3% | .
O=C(Nc1ccc2[nH]c(=O)[nH]c2c1)c1cc(F)c(F)cc1Cl | 1% | -4% | 3% | . | 5% | -2% | -1% | 8%
Cc1nnc(NC(=O)CSc2nc(C(C)C)nc3ccccc23)s1 | ? | ? | -10% | 5% | 0% | 0% | -2% | 9%
CC(=O)OCC1=C(C(=O)O)N2C(=O)C(NC(=O)CCn3nc(C(F)(F)F)c(Br)c3C3CC3)C2SC1 (stereo not given) | ? | ? | -9% | . | 2% | i | -1% | -14%
COc1ccc(-c2cc(=O)n(-c3nc4ccccc4[nH]3)[nH]2)cc1 | -17% | 32µM* | -6% | ? | ? | -15% | -9% | 17%
Cc1n[nH]c(=O)nc1NCc1ccco1 | 8% | -12% | 2% | -2%[11.4 µM] | -7% | 3% | 1% | 5%
COc1ccc(NC(=O)CSc2nc(C)cc(C)c2C(=O)Nc2ccccc2OC)cc1 | 6% | -5% | -3% | . | . | . | 7% | .
O=C(c1cnc2n(c1=O)CCS2)N1CCN(c2ccc([N+](=O)[O-])cc2)CC1 | -7% | ? | -19% | 4% | -6% | -6% | -5% | 10%
COc1cc(C(=O)N2CCc3c([nH]c4ccccc34)C2c2ccc(C)cc2)cc(OC)c1OC (stereo not given) | 0% | -7% | -2% | . | . | . | -1% | .
COC(=O)c1ccccc1NC(=O)CN1CCC(n2nnc3cc(F)ccc32)CC1 | -2% | -3% | -2% | 0% | -7% | -12% | -1% | 7%
CCOc1ccc(CCNC(=O)CSc2cc(=O)n(C)c3cc(Cl)ccc23)cc1OCC | -6%&1% | -16%&-4% | -6%&-7% | 5% | 5% | -1% | -2%&-1% | 12%
C(=N\Nc1nc(Nc2ccccc2)nc(N2CCCCC2)n1)/c1ccco1 | 0% | -17% | 3% | ? | 0% | -1% | -4% | 14%
O=C(Nc1cc(F)ccc1F)C1COc2ccccc2C1 (stereo not given) | -12% | -10% | 2% | . | . | . | -4% | .
CCOC(=O)c1ccccc1NC1c2ccccc2C(=O)N1c1cc(C)ccn1 (stereo not given) | 16% | -15% | 0% | . | ? | -16% | -6% | 8%
Cc1cccc(CSCCNC(=O)CCSc2ccccc2)c1 | -1% | -17% | -5% | 57%[activator] | 2% | -3% | -7% | -8%

Structural class: the compounds so far containing a COOH group (4)
SMILES | Tau fibril FP | Tau fibril ThT | TRb SRC2 PPI | L3MBTL1 inh | KDM4E inh | RECQ1 helicase | TR SRC2 fluor cs | GoLoco inh red
COc1ccc(-c2cc(C(=O)O)c3ccccc3n2)c(OC)c1 | 1% | -9% | 1% | . | ? | 0% | 2% | 0%
O=C(O)C1CCC(N2C(=O)C3CCCCC3C2=O)CC1 (stereo not given) | -2% | -2% | 2% | . | 7% | i | 3% | 2%
O=C1CCCC/C1=C/Nc1ccc(C(=O)O)cc1 | -9% | -11% | 3% | . | ? | -10% | 0% | -8%
CC(=O)OCC1=C(C(=O)O)N2C(=O)C(NC(=O)CCn3nc(C(F)(F)F)c(Br)c3C3CC3)C2SC1 (stereo not given) | ? | ? | -9% | . | 2% | i | -1% | -14%
